# Screening data deposited in PubChem BioAssay by National Center for Advancing Translational Sciences (NCATS).
# SW480 rerep = DNA re-replication induction in SW480 cells | SW480 DNA re-replication, Hoechst DNA content imaging, 48 h | Potency, µM (doses to about 46.1 µM), for inactives: at the highest dose re-replication activation, most hits filed as activators | actives 1.8% (n = 340,000) | AID 624297; further: potency means the concentration at half of the fitted maximal effect; % of control where 0% means no effect; nearly all actives have a fitted effect of over 55% in size
#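 DNA re-replication was detected as more nuclei of elevated Hoechst intensity after 48 hr exposure to compound (23 nL pinned per well of 250 cells).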
# KB-V1 MDR tox = kills drug-selected multidrug resistant KB-V1 cells. Potency, µM (series often up to 46.1 µM), inactives show top-dose activity change, negative = cytotoxicity, usual class: cytotoxic. KB-V1 MDR cells viability, CellTiter-Glo, 72 h. actives 3.4% (n = 400,000); further: potency means the concentration at half of the fitted maximal effect; on the % scale 0 is the no-effect control and ±100 the full control effect; nearly all actives have a fitted effect of over 60% in size
#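 Compound-treated KB-V1 multidrug-resistant cells, 72 h, 37 degrees C; viability by CellTiter-Glo. Fitted qHTS curves give the values.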
# IL-1B inflam inh = inflammasome signaling inhibition, IL-1 beta readout. THP-1 LPS/ATP IL-1B secretion, AlphaLISA, 16 h; hits give low values. activity change, % at 57.5 µM. actives 4.7% (n = 360,000). AID 743279; in the data active means activity change below about -50%; inconclusive means mostly about -30% to -49%; further: on the % scale 0 is the no-effect control and ±100 the full control effect
#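 THP-1 cells pretreated 1 hr with compounds (up to 57.5 uM final), then stimulated with LPS (250 ng/mL final) plus ATP (1.25 mM final); secreted IL-1B measured by AlphaLISA after 16 hr, decreased signal indicating inhibition.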
# HT1080NT lethal = kills 2HG-producing HT-1080-NT fibrosarcoma cells | HT-1080-NT fibrosarcoma viability, CellTiter-Glo ATP luminescence, 48 h | Potency, µM (top dose mostly 46.1 µM), for inactives: at the highest dose activity, negative = less viability, actives largely listed as cytotoxic | actives 1.6% (n = 360,000);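 further: NT is the 2HG producing partner of a matched IDH1 knockdown line; potency means the concentration at half of the fitted maximal effect; 0% = DMSO-treated cells and -100% = media-only wells without cells; nearly all actives have a fitted effect of over 55% in size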
#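 HT-1080-NT fibrosarcoma cells (2HG-overproducing), 750 cells/well in RPMI with 5% FBS, dosed after 2 h and incubated 48 h at 37C. CellTiter-Glo luminescence normalized to DMSO and no-cell wells; concentration-response curves fitted and classed.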
# MCF10A rerep = induces DNA re-replication in MCF 10a normal breast cells; AID 624296; actives 2.9% (n = 350,000); MCF 10A DNA re-replication, Hoechst nuclear intensity, 48 h; Potency, µM (series often up to 46.1 µM), for inactives: at the top dose activity, positive = re-replication, hits mostly activators; further: potency means the concentration at half of the fitted maximal effect; % of control where 0% means no effect; nearly all actives have a fitted effect of over 50% in size
# ATXN2 expr inh = inhibitors of ATXN2 expression; HEK-293 ATXN2-luciferase reporter, luminescence, 24 h; Potency, µM (highest dose often 57 µM), for the others: at the highest dose activity change, negative = inhibition, actives largely listed as inhibitors; actives 0.72% (n = 360,000); further: potency means the concentration at half of the fitted maximal effect; on the % scale 0 is the no-effect control and ±100 the full control effect; nearly all actives have a fitted effect of over 55% in size
#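 qHTS (up to 57 uM final) was run with 24 h compound exposure of reporter cells at 37 °C. Each well was multiplexed: SteadyGlo luminescence measured ATXN2-luciferase expression after a fluorogenic Gly-Phe-AFC viability readout (25 uM final).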
# ATXN viability = reduces viability in counter-screen for ATXN expression inhibitors | S2 cells (HEK-293 line with an ATXN2-luciferase reporter) viability, CellTiter-Fluor protease fluorescence, 24 h | actives 0.49% (n = 400,000) | Potency, µM (doses to about 56.7 µM), hits mostly cytotoxic; further: potency means the concentration at half of the fitted maximal effect; nearly all actives have a fitted effect of over 40% in size
# KB-3-1 cytotox = kills parental KB-3-1 adenocarcinoma cells | actives 1.4% (n = 400,000) | AID 1347075 | KB-3-1 viability, CellTiter-Glo ATP luminescence, 72 h | Potency, µM (titrated, usually from 46.1 µM), for inactives: top-dose activity change, negative = cytotoxic, usual class: cytotoxic; further: potency means the concentration at half of the fitted maximal effect; on the % scale 0 is the no-effect control and ±100 the full control effect; nearly all actives have a fitted effect of over 60% in size
#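 Parental KB-3-1 viability, qHTS format: 72 h compound exposure, 37 °C; CellTiter-Glo; media-only wells and DMSO plates as controls; concentration-effect fits on corrected data.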
# HT1080 IDH1KD tx = kills HT-1080 cells with IDH1 knockdown | HT-1080 IDH1 knockdown viability, ATP luminescence, 48 h | Potency, µM (top dose mostly 46.1 µM), for the others: top-dose activity, negative = toxicity, most hits filed as cytotoxic | actives 2% (n = 360,000) | AID 686971;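 further: potency means the concentration at half of the fitted maximal effect; 0% = DMSO wells and -100% = cell-free medium wells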
#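 Cytotoxicity counter-line: IDH1KD HT-1080, 48 h, CellTiter-Glo. Curves classed by r2, magnitude and activity.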
# Numbers without * were called inactive; i = inactive; u = inconclusive; x = not tested or not shown; & = joins results of further samples; [ ] = remark or other dose. Unless noted, the call rests on the fitted dose curve; in most records, active means well fitted curve in the direction sought with a large enough effect; inconclusive means small, poorly fitted or top-dose-only effect, or another doubt; inactive means no such curve, though single readings can be large; an effect the other way counts as inactive or inconclusive. This is a random part of the collection; overall some 11% were active at least once.
SMILES,SW480 rerep,KB-V1 MDR tox,IL-1B inflam inh,HT1080NT lethal,MCF10A rerep,ATXN2 expr inh,ATXN viability,KB-3-1 cytotox,HT1080 IDH1KD tx
CCC1=Nc2cc(C(=O)NCc3ccco3)ccc2Sc2ccc(C)cc21,1µM*,0.16µM*,3,1.3µM*,1.5µM*,-5%,i,u,1.3µM*
Cc1ccc2oc(=O)c3cnn(CC(=O)N4CCN(c5ccccn5)CC4)c3c2c1,-4%,27%,-2,u,0%,u,u,-2%,-20%
CCc1nc(Cl)c(C#N)c2c1CSC(C)(C)C2,u,-3%,25,13%,0%,x,i,0%,0%
CCCCNC(=O)NNC(=O)c1ccco1,-4%,-6%,0,0%,1%,8%,i,0%,-3%
Cc1cc(=O)oc2cc(Oc3ccc([N+](=O)[O-])cc3C(F)(F)F)ccc12,4%,0%,-5,-10%,-1%,x,i,-12%,-17%
O=[N+]([O-])c1cc([N+](=O)[O-])c2cc3ccccc3nc2c1,u,2%,-102*,16µM*,u,18%,u,3.7µM*,4.6µM*
N#CC(CCc1ccc([N+](=O)[O-])cc1)(CCc1ccc([N+](=O)[O-])cc1)C(N)=O,1%,-9%,0,0%,u,u,i,-15%,-19%
Cc1ccc2c(=O)cc(C(=O)Nc3sc4c(c3C(=O)NCc3ccco3)CCC4)oc2c1C,x,7%,x,x,x,1%,i,0%,x
NC(=O)c1coc(-c2ccccc2)n1,-57%[inhibitor],7%,4,8%,5%,x,i,2%,8%
COc1ccc(CCNC(=O)CN2CCC(C(N)=O)CC2)cc1,7%,-11%,-3,4%,0%,2%,i,4%,0%
O=C(NC(=S)N1CCN(c2ccccn2)CC1)c1ccco1,-1%,u,1,4%,-15%,x,u,4%,-2%
COc1ccc(N2CC(=O)N(c3ccccc3)C2=S)cc1,8%,u,0,0%,u,24%,i,-24%,-1%
O=C(CSc1ncccn1)NCc1ccc(Cl)cc1,-2%,u,11,11%,-2%,19%,i,16%,5%
CCOCCc1nnc(NC(=O)c2cc(OC)c(OC)c(OC)c2)s1,2%,-6%,-7,5%,8%,5%,i,7%,6%
CCC(Oc1ccccc1)C(=O)Nc1ccc(S(=O)(=O)Nc2ncccn2)cc1 (stereo not given),-12%,5%,8,3%,2%,3%,i,1%,0%
COC(=O)C1(Cc2cc(-c3ccc(OC)cc3OC)no2)CCN(C(=O)OC(C)(C)C)CC1,28%,u,6,0%,-9%,-18%,u,0%,7%
CCC(CC)C(C(=O)NCc1ccccc1)N1CCN(c2cccc(C)c2C)CC1 (stereo not given),x,u,-5,15%,x,x,x,-13%,5%
COC(=O)CSc1nc2c(cnn2-c2ccc(F)cc2)c(=O)[nH]1,-12%,-1%&0%,1,5%,-2%,-10%&12%,i,3%&2%,6%
Cc1ccc(C(=O)/C=C/N(C)C)o1,6%,-19%,-7,7%,0%,9%,i,4%,5%
Cc1cccc(CC2CC(=O)N(c3nc4ccccc4s3)C2=O)c1 (stereo not given),-1%,u,18,0%,11%,-3%,i,24%,-1%
O=C(NC1CCN(C(=S)NCc2ccco2)CC1)C12CC3CC(CC(C3)C1)C2,-2%,-16%,19,-23%,-5%,7%,i,-3%,-3%[9.24 µM]
Cc1ccc(-c2cc(C)nc3ncnn23)cc1,-1%,2%,-8,-3%,5%,-3%,i,-16%,-1%
Cc1ccc(NC(=O)C2C3CC4OC(=O)C2C4C3)cc1Cl (stereo not given),1%,-11%,16,11%,3.7µM*,12%,i,0%,8%
CCC(=O)c1ccc(N2CCCC2)c(F)c1,0%[9.22 µM],0%,27,20%,4%,5%,i,0%,22%
Cc1ccc2c(c1)c1c3n2CCN(CCC#N)C3CCC1 (stereo not given),x,18µM*,0,4%,x,x,i,-5%,0%
CCOc1ccccc1N(CC(=O)N1CCC(C)CC1)S(=O)(=O)c1ccc(C)cc1,-6%,u,-3,-6%,-3%,-10%,i,-13%,-17%
Cc1ccc(CN2CCC(CO)(CC3CCCCO3)CC2)o1 (stereo not given),1%,-16%,-3,7%,1%,-12%,u,12%,13%
CCOc1ccccc1NC(=O)CSc1nnc(Cn2c(=O)sc3ccccc32)n1C,-3%,-18%,22,-2%,1%,1%,i,1%,7%
COc1ccc(NC2=NCCC2)cc1,-1%,16%,-10,7%,u,-5%,i,9%,21%
O=C(c1ccccc1)N1CCN(S(=O)(=O)c2cccc(NS(=O)(=O)c3ccccc3)c2)CC1,5%,-7%,7,6%,-11%,-27%[11.3 µM],i,0%,16%
c1ccc(-c2csc(Nc3nc(N4CCOCC4)nc(N4CCOCC4)n3)n2)cc1,-1%,-11%,u,0%,3%,-19%,i,0%,-7%
O=C1C2C3C=CC(C3)C2C(=O)N1c1n[nH]c(CCc2ccccc2)n1 (stereo not given),-4%,22%,-6,2%,6%,13%,i,-3%,6%
O=C1C=CC(=O)N1c1ccc(Nc2ccccc2)cc1,u,-1%,-30,-18%,u,18%,i,2%,-10%
CCC(C)NC(=O)c1cc(-c2ccccc2O)on1 (stereo not given),14%,4%,-19,22%,u,52%[activator],i,4%,11%
CN(CCC#N)C(=O)CSc1nc2scc(-c3ccccc3)c2c(=O)[nH]1,1%,-11%,16,2%,12%,5%,i,3%,7%
O=C(CCC(=O)c1cccs1)OCc1nnc(-c2ccccc2)o1,-2%[9.22 µM],9%,2,7%,-9%,-5%,i,27%,1%
CCOC(=O)c1c(NC(=O)c2cccs2)sc(C(=O)N(C)C)c1C,-7%,0%,-15,-3%,4%,-4%,i,2%,-2%
COc1ccc(NC(=O)CNS(=O)(=O)c2ccccc2)cc1Cl,u,u,-17,3%,8.2µM*,8%,i,22%,0%
COc1ccccc1/C=N/OC(=O)c1ccc(F)cc1,-5%,3%,-9,6%,0%,7%,u,3%,13%
Cc1cccc(-c2noc(CN(C(=O)CCc3ccccc3)C(C)C)n2)c1,3%,u,-15,-22%,-4%,4%,i,5%,-14%
CC(=O)NCC1CCCN(c2nc3nonc3nc2N(C)Cc2ccccc2)C1 (stereo not given),-45%[inhibitor],-5%,-19,-11%,-1%,21%,i,3%,-5%
CCN(CC(=O)NC(C)(C)C)C(=O)COc1c(Cl)cc(Cl)c2ccc(C)nc12,-9%,u,0,6%,18%,x,u,0%,-24%
CC(=O)Oc1cccc(N2C(=O)c3cccc4c([N+](=O)[O-])ccc(c34)C2=O)c1,u,3%,-95*,-2%,21µM*,x,u,-22%,-2%
CCc1ccc(CNC(=O)c2ccc3c(c2)N=C(C)c2cc(C)ccc2S3)cc1,x,-12%,x,x,x,-18%,u,u,x
CC1(C)Oc2ccc(C(=O)N3CCOCC3)cc2N(CC(=O)N2CCOCC2)C1=O,-4%,18%,12,9%,-1%,5%,i,7%,17%
COc1ccc(S(=O)(=O)NCCc2nnc3ccc(SCC(=O)Nc4nc(C)cs4)nn23)cc1,2%,8%,17,4%,4%,2%,i,-4%,2%
CCOC(=O)C1CCN(C(=O)COC(=O)c2cc(-c3cccs3)nn2-c2ccccc2)CC1,u,-1%,6,0%,-10%,4%,i,7%,-5%
Cc1cc(C)n2nc(CC(=O)NCc3ccccc3Cl)nc2n1,0%,-24%,17,-1%,-2%,-10%,i,u,-1%
O=C(NCc1ccccc1)c1ccc(CS(=O)Cc2ccc(Cl)cc2)o1 (stereo not given),0%,-3%,-12,-3%,-1%,-15%,i,0%,-1%
CCCn1nnnc1SCC(=O)N(C(C)C)C(C)C,1%,-4%,25,0%,-4%,0%,i,0%,-3%
# Further entries
SMILES,SW480 rerep,KB-V1 MDR tox,IL-1B inflam inh,HT1080NT lethal,MCF10A rerep,ATXN2 expr inh,ATXN viability,KB-3-1 cytotox,HT1080 IDH1KD tx
CCOc1ccc([N+](=O)[O-])cc1CNC1CCCCCCC1,2%,10%,-28,-24%,-1%,x,u,-5%,-15%
O=C(c1ccc2c(c1)OCO2)N1CCN(c2ccc(Cl)cc2)CC1,8%,u,-6,5%,u,-17%,i,-6%,1%
Cc1cc(NC(=O)COC(=O)CCNS(=O)(=O)c2c(Cl)cccc2Cl)no1,23%,1%,0,2%,-8%,9%,i,19%,-1%
Cc1cc(C)c(-n2c(SCC(=O)N3CCOCC3)n[nH]c2=O)c(C)c1,-15%,4%,6,-1%,u,-4%,i,1%,-1%
CCCNC(=O)C1(C)CCCN(Cc2c(C)nn(-c3ccccc3)c2C)C1 (stereo not given),x,5%,0,13%,x,16%,i,0%,u
CCOC(=O)CCc1c(C)nc2cc(-c3ccc(F)cc3)[nH]n2c1=O,-2%,-12%,-74*,2%,-1%,6%,i,1%,1%
CC(C)Oc1ccc(C(=O)OCC(=O)NC2CCCCCC2)cc1,-14%,4%,18,-6%,-3%,x,i,9%,-9%
O=C(COC(=O)Cc1ccc(Cl)cc1)NCc1ccc2c(c1)OCO2,2%,9%,8,-8%,-3%,u,u,-3%,0%
COc1ccc(CCNC(=O)COC(=O)Cn2cnc3ccccc3c2=O)cc1,-10%,0%,9,8%,8%,-3%,i,10%,4%
CCOC(=O)C1CCCN(CC(=O)Nc2cc(C)cc(C)c2)C1 (stereo not given),-5%,-23%,34,1%,14%,19%,i,1%,-18%

# 4 consecutive entries already listed, for reference:
SMILES,SW480 rerep,KB-V1 MDR tox,IL-1B inflam inh,HT1080NT lethal,MCF10A rerep,ATXN2 expr inh,ATXN viability,KB-3-1 cytotox,HT1080 IDH1KD tx
CCOc1ccc([N+](=O)[O-])cc1CNC1CCCCCCC1,2%,10%,-28,-24%,-1%,x,u,-5%,-15%
O=C(c1ccc2c(c1)OCO2)N1CCN(c2ccc(Cl)cc2)CC1,8%,u,-6,5%,u,-17%,i,-6%,1%
Cc1cc(NC(=O)COC(=O)CCNS(=O)(=O)c2c(Cl)cccc2Cl)no1,23%,1%,0,2%,-8%,9%,i,19%,-1%
Cc1cc(C)c(-n2c(SCC(=O)N3CCOCC3)n[nH]c2=O)c(C)c1,-15%,4%,6,-1%,u,-4%,i,1%,-1%
